# All columns: NCI-60 one-dose screen, growth in % after 48 h at 10 µM unless noted; 100 = growth as untreated, 0 = no growth, -100 = all killed.
# HT29 – HT29 colon cancer. 7.4% of 81,000 active
# KM12 – KM12 colon cancer cells; 5% of 82,000 active; AID 1794800
# SNB-75 – SNB-75 CNS cancer; 5% of 79,000 active
# SF-295 – SF-295 CNS cancer cells | AID 1794758 | 5.6% of 79,000 active
# SNB-19 – SNB-19 CNS cancer cells; 2.5% of 81,000 active; AID 1794751
# HCC-2998 – HCC-2998 colon cancer | AID 1794799 | 4.7% of 79,000 active
# SF-268 – SF-268 CNS cancer cells; 3.1% of 82,000 active; AID 1794759
# SF-539 – SF-539 CNS cancer; 6.8% of 81,000 active
# SW-620 – SW-620 colon cancer; 5.2% of 82,000 active
# * hit, by the source's call; x = not tested or not shown; & = joins results of further samples. How the source made its calls: active means growth percent below 10; inactive means the rest.
SMILES,HT29,KM12,SNB-75,SF-295,SNB-19,HCC-2998,SF-268,SF-539,SW-620
CCCCNC(=O)Oc1ccc2c(=O)c3sc4c(=O)c5ccccc5c(=O)c4c3c(=O)c2c1,-42*,-30*,-98*,-98*,-94*,-87*,-48*,-97*,-76*
CNC(=O)c1ccc([N+](=O)[O-])cc1,110,102,97,x,98,117,104,111,102
CCOc1cccc2cc(C(=O)CSc3nc4ccccc4c(=O)n3-c3ccccc3)c(=O)oc12,89,91,72,97,87,106,81,85,101
Oc1c(Cl)cc(Cl)c2ccc(Cn3cc(-c4cccc(C(F)(F)F)c4)nn3)nc12,89,100,70,99,96,100,89,75,29
CCCN(CCC)CN(CCC)CCC,96,101,96,107,x,104,102,102,103
CCOC(=O)c1sc(NC(=O)c2ccc(O)cc2)nc1C,63,78,56,75,71,x,68,75,71
COc1ccc(C2CC(c3ccco3)=NN2c2ccc(S(N)(=O)=O)cc2)cc1 (configuration not stated),x,103,87,99,107,97,109,91,107
CN(C)/C=C1\CC2C(=O)N(Cc3ccccc3Cl)C(N(C)C)N2C1=O (configuration not stated),88,103,93,96,106,98,102,97,105
CC(=O)N(C)O,99,94,90,91,97,102,105,98,110
COc1cccc(C/C(C)=C(/c2ccc(OCCN3CCCCC3)cc2)c2ccc(OC(C)=O)cc2)c1,29,101,95,89,109,110,98,88,99
COc1ccc(-c2ccnc(SCc3cc4cc(Cl)ccc4[nH]c3=O)n2)cc1,85,95,-7.9*,26,x,100,0.9*,46,69
N#Cc1c(NC(=O)C(Cl)(Cl)Cl)sc2c1CCCC2,117,110,82,x,98,101,109,100,107
N=C(N)SCc1ccc([N+](=O)[O-])cc1,110,109,x,108,103,99,108,91,101
CCOc1ccc2ncc(C#Cc3cncc(C(=O)Nc4ccc(CN5CCN(C)CC5)c(C(F)(F)F)c4)c3)n2n1,-51*,-91*,-89*,-89*,-63*,-89*,-49*,-98*,-62*
O=C(O)c1ccccc1Sc1ccc([N+](=O)[O-])cn1,112,101,104,104,106,110,92,105,107
CCOC(=O)C1=C(N)Oc2c(sc3c(F)cccc23)C1c1ccc([N+](=O)[O-])cc1 (configuration not stated),78,89,103,95,99,101,97,104,82
CC(=O)N1N=C(c2ccc(-n3ccc(C(F)(F)F)n3)cc2)CC1c1ccc[nH]1 (configuration not stated),96,99,100,96,97,116,103,95,101
Clc1ccc(Nc2ccnc(NCCCNc3ccnc4cc(Cl)ccc34)n2)cc1,-69*,-16*,-89*,-81*,4.1*,-89*,-76*,-97*,-61*
O=C1NCC(=O)N(Cc2cccc(O)c2)[C@H]1Cc1ccccc1,87,103,94,103,98,103,104,103,105
CC(CN)[C@@H]1CC[C@]2(CO)CC[C@]3(C)[C@H](CC[C@@H]4[C@@]5(C)CCC(N)C(C)(C)[C@@H]5CC[C@]43C)[C@@H]12 (some centres not stated),-86*,-73*,52,57,5.3*,-77*,-61*,42,-76*
O=C(NNC(=O)c1ccncc1)Nc1cc(Cl)ccc1Cl,111,99,84,86,101,97,107,104,101
CC/C(=N/OCc1ccccc1)C(=O)NNS(=O)(=O)c1ccc(C)cc1,110,108,88,93,98,100,101,106,110
O=C(/C=C/C12c3ccccc3C(c3ccccc31)C1C(=O)NC(=O)C12)c1ccc(I)cc1 (configuration not stated),30,58,64,78,63,100,50,83,25
COc1ccc2c(c1)CCC1C2=CCC2C(=O)OC(=O)C21C (configuration not stated),98,103,95,98,93,108,101,96,120
CC(C)OC(=O)OCOP(=O)(OCOC(=O)OC(C)C)C1CCCN(O)C1=O (configuration not stated),5.9*,9.5*,58,63,21,24,26,76,32

# Reformatted as tab-separated lines: five of the compounds above
molecule	HT29	KM12	SNB-75	SF-295	SNB-19	HCC-2998	SF-268	SF-539	SW-620
Clc1ccc(Nc2ccnc(NCCCNc3ccnc4cc(Cl)ccc34)n2)cc1	-69*	-16*	-89*	-81*	4.1*	-89*	-76*	-97*	-61*
O=C1NCC(=O)N(Cc2cccc(O)c2)[C@H]1Cc1ccccc1	87	103	94	103	98	103	104	103	105
CC(CN)[C@@H]1CC[C@]2(CO)CC[C@]3(C)[C@H](CC[C@@H]4[C@@]5(C)CCC(N)C(C)(C)[C@@H]5CC[C@]43C)[C@@H]12 (some centres not stated)	-86*	-73*	52	57	5.3*	-77*	-61*	42	-76*
O=C(NNC(=O)c1ccncc1)Nc1cc(Cl)ccc1Cl	111	99	84	86	101	97	107	104	101
CC/C(=N/OCc1ccccc1)C(=O)NNS(=O)(=O)c1ccc(C)cc1	110	108	88	93	98	100	101	106	110

# Going on with the list:
SMILES,HT29,KM12,SNB-75,SF-295,SNB-19,HCC-2998,SF-268,SF-539,SW-620
N#C/C(=C\c1cn(Cc2ccccc2)c2ccccc12)C(=O)Nc1ncc(Cc2ccccc2Cl)s1,28,26,-13*,8.9*,72,58,64,13,2.6*
NS(=O)(=O)c1ccc(CCN=Cc2c[nH]c3ccccc23)cc1,99,100,96,98,102,103,100,102,101
CCCCOCCOC(=O)c1ccccc1O,101,102,90,105,99,104,103,100,103
C1=NCCc2ccccc21,117,110,76,100,109,112,95,97,98
Cc1ccc(-n2cc(/C=C/C(=O)c3ccc(S(C)(=O)=O)cc3)c(-c3ccc(S(C)(=O)=O)cc3)n2)cc1,71,59,102,97,90,107,104,89,65
O=C1NC(=O)C2(CC(C(=O)Nc3ccc(I)cc3)Oc3ccc(F)cc32)N1 (configuration not stated),103,104,103,96,95,112,103,96,104
COc1ccc(-c2cn[nH]c2-c2ccc(OC)c(O)c2)cc1,94,45,88,82,77,86,78,77,38
CCCCCCCCCCCC(=O)N(CCO)C(=O)C[n+]1ccccc1,103,103,92,98,96,106,95,99,100
CCOC(=O)C(CSC(c1ccccc1)(c1ccccc1)c1ccccc1)NC(=O)C(CSC(c1ccccc1)(c1ccccc1)c1ccccc1)NC(c1ccccc1)(c1ccccc1)c1ccccc1 (configuration not stated),113,111,87,87,107,113,110,112,104
C(=C\c1ccccc1)/CN1CCOCC1,100,106,97,101,102,98,101,100,102
S=C(Sc1ccc(Cl)cc1)Sc1ccc(Cl)cc1,5.0*,41,46,66,84,24,-1.6*,38,-68*
CC1CCN(CCCCOc2ccc(-c3ccc(C#N)cc3)cc2)CC1,16,83,87,85,84,97,94,91,88
COc1ccc(C2=Nn3c(NN)nnc3SC2)cc1,84,101,92,106,104,111,100,96,112
N=c1scc(-c2ccc(Cl)cc2)n1CC(=O)N1CCN(c2ccccc2)CC1,93,108,78,90,100,96,105,100,104
Cc1c(C(C)(C)C)cc(C(C)(C)C)c2c1CN(C)CO2,105,113,102,103,112,101,103,103,117
ClC/C=C/CSc1ncnc2nc[nH]c12,95&98,105&113,93&108,117&101,102&99,108&106,119&103,103&101,110&99
Cc1ccc2cccc(OC(=O)c3c(F)cccc3Cl)c2n1,97,108,113,88,110,101,103,108,109
O=C(Oc1ccc(C2c3cc(OC(=O)c4ccccc4)c(OC(=O)c4ccccc4)cc3CC3C(=O)OCC32)cc1OC(=O)c1ccccc1)c1ccccc1 (configuration not stated),90,100,73,94,101,106,101,93,97
COC(=O)c1cc(-c2cc3ccccc3o2)c(C#N)c(N)n1,100,91,87,103,87,x,107,87,97
Cc1cn(-c2cc(NC(=O)c3cncc(C#Cc4cnc5ccc(O[C@H]6CCOC6)nn45)c3)cc(C(F)(F)F)c2)cn1,69,22,93,97,117,85,95,59,59
Nc1cc(Cl)ccc1N1C(=O)C=CC1=O,101,104,99,109,96,104,101,108,95
O=C1c2ccccc2C(=O)C1(Br)Br,106,109,66,95,95,84,104,97,94
Cc1ccc(-c2nc(N3CCN(CC(=O)Nc4ccc(Cl)cc4)CC3)c3ccccc3n2)cc1,81,92,78,96,93,82,84,100,98
OCC(CO)(CCl)CCl,97,100,97,107,99,101,98,102,101
O=c1[nH]ccc2c1cnc1ccccc12,104,105,114,101,108,99,102,92,104

# Exported with two lines to a compound: 4 of the compounds above.
# Each structure is followed by: HT29	KM12	SNB-75	SF-295	SNB-19	HCC-2998	SF-268	SF-539	SW-620
Cc1c(C(C)(C)C)cc(C(C)(C)C)c2c1CN(C)CO2
→ 105	113	102	103	112	101	103	103	117
ClC/C=C/CSc1ncnc2nc[nH]c12
→ 95&98	105&113	93&108	117&101	102&99	108&106	119&103	103&101	110&99
Cc1ccc2cccc(OC(=O)c3c(F)cccc3Cl)c2n1
→ 97	108	113	88	110	101	103	108	109
O=C(Oc1ccc(C2c3cc(OC(=O)c4ccccc4)c(OC(=O)c4ccccc4)cc3CC3C(=O)OCC32)cc1OC(=O)c1ccccc1)c1ccccc1 (configuration not stated)
→ 90	100	73	94	101	106	101	93	97

# Next section.
SMILES,HT29,KM12,SNB-75,SF-295,SNB-19,HCC-2998,SF-268,SF-539,SW-620
N#Cc1c(N)nc2c(c1N)C(Sc1ccc(F)cc1)c1ccc(O)cc1O2 (configuration not stated),92,87,112,93,106,86,68,97,101
O=C(CSc1nnc(-c2ccc3nc(-c4ccccc4)[nH]c3c2)o1)Nc1ccc(Br)cc1,65,54,99,74,50,90,88,8.7*,2.9*
COc1ccc(Nc2nnc(-c3c[nH]c4ccccc34)o2)cc1,106,65,79,98,95,108,72,70,93
NC1CCC(Nc2nc(NCc3ccc(-c4cccs4)nc3)c3ncn(C4CCCC4)c3n2)CC1 (configuration not stated),-13*,5.6*,-64*,0.9*,10,-43*,-5.8*,-57*,6.7*
Cn1c(=O)c2c(nc3n2CCCN3CCc2ccccn2)n(C)c1=O,x,103,97,99,103,106,102,98,105
O=C(O)c1cn(C2CC2)c2cc(N3CCN(C(=O)CCCN4C(=O)S/C(=C/c5ccccc5)C4=O)CC3)c(F)cc2c1=O,106,96,71,94,90,98,88,91,104
CCOc1ccccc1C(=O)Nc1ccc(Br)cc1,95,85,51,93,95,94,92,92,87
COc1ccc(C(=O)/C=C/c2ccc(C(C)C)cc2)cc1,93,88,109,90,99,97,97,123,95
O=C(CC(c1ccccc1)C(C(=O)O)C(=O)O)c1ccccc1 (configuration not stated),92,102,88,103,109,98,101,101,105
CC(=O)OCC(OC(C)=O)C(OC(C)=O)C(COC(C)=O)OC(C)=O (configuration not stated),101,108,94,104,106,97,103,102,108
COc1ccc2c(c1)OC13Oc4cc(OC)ccc4C=C1CCCC3=C2,8.2*,-5.7*,75,79,55,58,39,84,17
CC(C)C1CCC(C(C)(C)O)CC1 (configuration not stated),104,111,96,104,103,104,101,118,110
O=C(NCc1ccccc1)c1ccc(C(=O)NCc2ccccc2)cc1,119,103,23,102,70,104,72,73,98
CC(=O)CC(=O)Nc1cccc(Cl)c1,99,98,103,99,108,110,100,104,113
CCOC(=O)/C(=C/c1ccc(N(C)C)cc1)C(=O)c1ccccc1,95,87,82,75,90,95,106,111,91
COc1ccc(CCNC(=O)C2CCN(c3nc(C(F)(F)F)ccc3C#N)CC2)cc1OC,95,100,x,86,95,101,104,100,106
O=P(c1ccccc1)(c1ccccc1)C(O)c1cccs1 (configuration not stated),109,110,89,105,112,103,105,106,109
CC(=O)Nc1ccc(C)cc1,111,113,98,106,99,103,105,91,103
CCN(CC)c1cc(C(=O)O)cc(Cl)n1,x,106,106,104,117,107,113,100,104
COc1cc(C2=Nc3c(N)ncnc3NC(c3cccc(Nc4ccnc5cc(Cl)ccc45)c3)C2)cc(OC)c1OC (configuration not stated),71,90,61,90,92,98,74,92,92
O=C(Nc1cccc(Cl)c1)Nc1cc2ncncc2cc1OCc1cccc(F)c1,0.7*,9.1*,21,7.2*,23,36,27,36,24
CCC(/C=C\C(C)C1CCC2C3CC=C4CC(OC(C)=O)CCC4(C)C3CCC12C)C(C)C (configuration not stated),109,110,98,104,105,101,104,99,105
Cc1ccoc1C(=O)O,89,98,100,99,101,95,98,x,98
CCOC(=O)CSc1nnc(-c2cc3c([nH]c4ccccc43)c(-c3cccc(O)c3)n2)n1-c1ccc(C)cc1,43,76,63,100,97,84,75,78,67
O=C(NCCNc1cc(-c2cn(-c3ccccc3)nc2-c2cccc(O)c2)ccn1)c1ccc(F)cc1,15,42,60,54,70,35,62,75,56
# More structures follow.
SMILES,HT29,KM12,SNB-75,SF-295,SNB-19,HCC-2998,SF-268,SF-539,SW-620
CCC(C)C1NC(=O)C(CC(C)C)NC(=O)C(C)NC(=O)C(C(C)C)NC(=O)C(CCCCN)NC(=O)C(CC(C)C)NC(=O)C(C(C)C)NC(=O)[C@H](C)NC(=O)C(C(C)CC)NC(=O)C(CCCN=C(N)N)NC(=O)C(CCCCN)NC(=O)C(CCCN=C(N)N)NC(=O)C(CCCCN)NC(=O)C([C@H](C)CC)NC(=O)C(CCCCN)NC1=O (some centres not stated),3.4*,-6.4*,29,21,17,17,20,67,20
O=S(=O)(O)Cc1cccc2ccccc12,103,113,98,98,97,93,109,89,118
CCOC(=O)CC(=O)c1cccnc1,107,107,96,103,104,116,103,102,101
Clc1ccc(-c2noc(CN3CCOCC3)n2)cc1,99,105,104,x,104,98,107,115,111
O=C(Cn1c(CO)nc2ccccc21)N1N=C(c2ccc(Cl)cc2)CC1c1ccco1 (configuration not stated),133,98,119,117,112,118,173,99,109
c1ccc(CC2CCc3ccccc32)nc1 (configuration not stated),99,101,95,98,99,101,96,100,102
CC1(C)CN=C(Cc2ccccc2)NC1,107,101,88,104,101,107,103,98,102
C#CCOc1ccccc1C(Nc1ccccc1F)c1nnnn1C1CCCCC1 (configuration not stated),92,96,84,87,95,109,91,92,104
CCCCCOC(=O)Cc1c[nH]c2ccccc12,106,117,91,114,101,101,113,116,110
CN(C)c1ccc(/C=C(\C#N)C(=O)c2ccccc2)cc1Br,89,102,88,104,106,105,97,89,114
CC(=O)Nc1ccc(C(C)(C)C)cc1,100,101,80,96,105,101,96,95,102
COc1ccc(C(=O)c2cc3c(N)c(C(=O)Nc4cccc(Cl)c4C)sc3nc2C)cc1,6.5*,11,-7.7*,27,40,17,18,-10*,23
O=[N+]([O-])c1ccc(N/N=C\c2ccccc2[N+](=O)[O-])nc1,104,104,103,103,99,107,107,109,107

# Bioassay records (PubChem BioAssay)
